A549 tox: counter-screen for Nrf2 inhibitors: cytotoxicity in A549 cells; A549 ARE-Fluc cells, CellTiter-Fluor viability, 18-24 h; Potency, µM (series often up to 46 µM), for the others: top-dose activity change, negative = cytotoxicity, most hits filed as inhibitors; hit rate 0.16% among 390,000; AID 504648; also: potency is read from the fitted curve at half-maximal effect; % is scaled to controls: 0 for no effect and ±100 for the full control effect
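A549 ARE_Fluc cells in 5% FBS OPTI-MEM were exposed to compounds in concentration-response for 18-24 h at 37 deg C. Viability was read by CellTiter-Fluor fluorescence (Ex 405/Em 525) after 30 min, before the luciferase read.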
S2 tox: reduces viability in counter-screen for ATXN expression inhibitors. S2 cells (HEK-293 line with an ATXN2-luciferase reporter) viability, CellTiter-Fluor protease fluorescence, 24 h. Potency, µM (titrated, usually from 56.7 µM), usual class: cytotoxic. hit rate 0.49% among 400,000; also: potency is read from the fitted curve at half-maximal effect; nearly all actives have a fitted effect of over 40% in size
Nrf2 activator: activators of Nrf2 (ARE) signaling; Potency, µM (series often up to 46.1 µM), for the others: top-dose activation, hits mostly activators; AID 624171; AREc32 ARE-luciferase reporter (MCF7-derived line), luminescence, 24 h; hit rate 0.31% among 410,000; also: potency is read from the fitted curve at half-maximal effect; % of control where 0% means no effect; nearly all actives have a fitted effect of over 65% in size
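For detection, Steady-Glo was added and plates sat 30 min at RT; before that, AREc32_Fluc cells grown overnight in OPTI-MEM/5% FBS had been treated with 23 nL compound for 24 hr at 37 deg C.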
MmCpn inh: blocks the Methanococcus maripaludis chaperonin Mm-Cpn | purified Mm-Cpn ATPase, ADP Transcreener TR-FRET | Potency, µM (highest dose often 76.9 µM), inactives show at the highest dose activity, negative = inhibition, actives largely listed as inhibitors | hit rate 0.031% among 330,000 | AID 504842; also: potency is read from the fitted curve at half-maximal effect; % is scaled to controls: 0 for no effect and ±100 for the full control effect; nearly all actives have a fitted effect of over 80% in size
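TR-FRET (320 nm excitation; 590 and 665 nm emission) reports ADP made from 10 uM ATP by 25 nM enzyme; compounds were preincubated 10 min, reaction run 30 min, both at 37°C.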
HepG2 viability: kills HepG2 cells in TGF-b inhibitor counter-screen | Potency, µM (doses to about 46.1 µM), without a hit: at the top dose activity change, negative = cytotoxicity, most hits filed as cytotoxic | HepG2 CAGA-GFP viability, ATP luminescence, 18 h | hit rate 0.76% among 410,000; also: potency is read from the fitted curve at half-maximal effect; some results filed as inactive show a strong effect at the top dose
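CellTiter-Glo luminescence gave cytotoxicity after 18 hours at 37 degrees C. The cells were HepG2 CAGA-GFP in 1% FBS DMEM, stimulated with 500 pg/mL TGF-beta after compound addition. %Activity was normalised to no-cell wells (complete cell-killing) and DMSO (no toxicity), and curves were fitted and classified.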
CCT chaperon mod: modulators of cytosolic chaperonin (CCT/TRiC) activity; hit rate 0.3% among 360,000; purified chaperonin ATPase assay, HTRF ADP detection, 30 min; activity change, % (test concentration not listed), hits read low; AID 651819; in the data active = activity change below about -30%; also: % is scaled to controls: 0 for no effect and ±100 for the full control effect
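We incubate TRiC, 40 or 20 nM final, with library compounds at 76 uM and 10 uM ATP for 30 min at 37 °C. ADP formed is detected with Transcreener HTRF reagents after 30 min at room temperature.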
TGFb inhibitor: TGF-b pathway inhibition; HepG2 CAGA-GFP TGF-b/SMAD3 reporter, GFP fluorescence, 18 h; TGF-beta stimulated, 500 pg/mL final; Potency, µM (top dose mostly 46.1 µM), for the others: at the top dose activity, negative = inhibition, hits mostly inhibitors; hit rate 1.2% among 410,000; AID 588855; also: potency is read from the fitted curve at half-maximal effect; % is scaled to controls: 0 for no effect and ±100 for the full control effect; nearly all actives have a fitted effect of over 65% in size
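Per well, imaged GFP fluorescence of HEPG2 CAGA-GFP cells gives the signal; cells get compound, then TGF-beta (500 pg/mL final), 18 h at 37 degrees C; %Activity versus -TGF-beta and +DMSO controls.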
Akt phos inh: Akt phosphorylation inhibition | Neuro2A IGF-stimulated pAkt S473 HTRF, 20 min; hits give low values | activity change, % for hits at 50 µM | hit rate 0.32% among 360,000 | AID 651550; in the data active = activity change below about -80%; inconclusive = mostly about -51% to -80%; also: % is scaled to controls: 0 for no effect and ±100 for the full control effect
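Neuro2A cells in DMEM with 0.5% FBS, overnight at 37 deg C, given compound at single 50 µM final, then IGF (6 nM final) for 20 min at 37 deg C. Lysed; phospho-Akt Ser473 by HTRF after 24 h, 665/615 ratio.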
Nrf2 inh: inhibitors of Nrf2 signaling. A549 ARE-Fluc reporter, luciferase luminescence, 18-24 h. Potency, µM (top dose mostly 46 µM), without a hit: at the top dose activity change, negative = inhibition, actives largely listed as inhibitors. hit rate 2.1% among 360,000. AID 504444; also: potency is read from the fitted curve at half-maximal effect; % is scaled to controls: 0 for no effect and ±100 for the full control effect; nearly all actives have a fitted effect of over 60% in size
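Nrf2 activity is the BugLite luminescence, read 15 min after reagent at room temperature, following CellTiter-Fluor cytotoxicity readout (30 min, 37C). Compound titrations were applied for 18-24 h to 5000 A549 ARE_Fluc cells/well in 5% FBS OPTI-MEM.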
Starred values were filed as active, the others as inactive; i = inactive; ? = inconclusive; . = no result given; & = joins results of further samples; [ ] = another dose, or the depositor's remark. Unless noted, calls follow the shape of the dose curve; as a rule, active = well fitted curve in the direction sought with a large enough effect; inconclusive = small, poorly fitted or top-dose-only effect, or another doubt; inactive = no such curve, though single readings can be large; an effect the other way counts as inactive or inconclusive.

Molecule	A549 tox	CCT chaperon mod	S2 tox	HepG2 viability	Nrf2 inh	Akt phos inh	MmCpn inh	TGFb inhibitor	Nrf2 activator
Cc1ccc(O)c(NC(=O)C2CC(c3c(F)cccc3Cl)=NO2)c1 (stereo unspecified)	-2%	0.4	.	-39%	2%	.	1%	-8%	3.9%
O=C1CCC(C(=O)N2CCCCO2)CN1Cc1cccc(F)c1 (stereo unspecified)	2%	-4.1	i	-15%	2%	i	0%	9%	-0.5%
CC[n+]1c(/C=C2\Sc3ccccc3N2C)ccc2cccc(C)c21	?	-2.9	?	-41%	3.7µM*	i	-20%	33%[activator]	-1.5%
Nc1ccc2c(c1)C/C(=C/c1ccco1)C2=O	3%	-1.8	.	-31%	?	i	-11%	-4%	?
Cc1ccc(OCC(=O)Nc2nonc2-c2ccc(Br)cc2)cc1C	-1%	.	i	-45%	?	.	.	?	-0.5%
O=C(Nc1cccc2c1CCCC2)c1cc([N+](=O)[O-])ccc1Cl	-12%	3.3	i	-46%	?	i	0%	?	20%
COc1ccccc1CNC(=O)CN1C(=O)NC(C)(c2ccc(C)cc2)C1=O (stereo unspecified)	?	-2.8	i	-8%	-21%	i	1%	-1%	0.0%
Cc1ccc(NC(=O)CSc2ccc(-c3cccnc3)nn2)c(C)c1	5%	1.3	i	-26%	-28%	i	2%	-1%	-0.1%
CCOC(=O)c1cnc(=O)[nH]c1C	-1%	1.9	i	-14%	5%	i	0%	2%	3.5%
COc1ccccc1C(=O)NC(=O)COC(=O)CNC(=O)c1ccc(Cl)c([N+](=O)[O-])c1	-4%	-0.1	i	12%	2%	i	1%	7%	2.4%
CCN(C(=O)Cn1c(=O)oc2ccccc21)c1cccc(C)c1	9%	-1.4	i	-4%	-23%	i	-1%	0%	0.0%
COc1ccccc1C1C(C(N)=O)=C(C)Nc2nc(CCCO)nn21 (stereo unspecified)	-3%	0.8	i	-9%	?	i	3%	-6%	-0.7%
COc1ccccc1/C=C(/C(=O)NCCCn1ccnc1)c1ccccc1	2%	-1.8	i	-8%	?	i	0%	-2%	0.3%
CC(C)CCn1c(=O)c2ccccc2n2c(CN3C(=O)NC4(CCC(C)CC4)C3=O)nnc12 (stereo unspecified)	-4%	-0.3	i	2%	12%	i	1%	10%	0.2%
COCCCNC(=O)c1ccc2c(=O)n(Cc3ccc(OC)cc3)c(=O)[nH]c2c1	23%&1%	1.4	i	4%&-6%	14%	i	1%	1%&1%	0.1%&-0.6%
Cc1cc2c(cc1S(=O)(=O)Nc1cccc(Cl)c1C)OCCN2C	-1%	.	.	-76%	-14%	.	.	?	-0.3%
CNc1ccccc1C(=O)OC(C)C(=O)Nc1ccc(Cl)cn1 (stereo unspecified)	?	0.4	i	-13%	-74%	i	-19%	-35%	-0.3%
CCOC(=O)N1CCN(C(=O)C2CCN(S(=O)(=O)c3cc(Cl)ccc3OCC)CC2)CC1	-4%	-0.1	i	-1%	-24%	i	3%	-22%	0.3%
CC(=O)Nc1c(NC(=O)CC#N)[nH]c2c(c1=O)c(=O)n(C)c(=O)n2C	15%	-2.5	i	-7%	-6%	i	1%	-2%	0.1%
COc1ccc(F)cc1C(=O)C1CCCN(C(=O)c2cccc(N(C)C)c2)C1 (stereo unspecified)	2%	1.2	i	-19%	14%	i	1%	-19%	0.9%
N#Cc1ccccc1NC(=O)C(=O)NCC(c1ccc2c(c1)OCO2)N1CCOCC1 (stereo unspecified)	9%	.	.	19%	.	.	.	-22%	0.5%
CC(C)(C)OC(=O)N1Cc2ccccc2C[C@H]1C(=O)NCC(=O)NC1CCCCC1	0%	-2.4	i	-2%	-14%	i	1%	3%	-0.7%
COc1ccc(Cl)cc1NC(=O)CN(C)C(=O)c1ccc(OCc2ccccc2)c(OC)c1	-6%	-0.9	i	-33%	-3%	i	-3%	?	0.0%
COCCN1Cc2cccc(C(=O)Nc3ccc4c(c3)OCCO4)c2C1=O	-5%	1.0	i	-11%	-15%	i	?	3%	-0.6%
C=CCn1c(SCC(=O)NC2CCCC2)nnc1-c1cccnc1	1%	-1.8	i	-82%	12%	i	-2%	0%	0.4%
Cc1cccc(NC(=O)CSc2nc3ccc(N4C(=O)c5ccccc5C4=O)cc3s2)c1C	?	-0.3	?	-9%	21µM*	i	-7%	-8%	0.2%
Cc1ccc2c(C)c(C(=O)N(Cc3ccc(F)cc3)C3CCS(=O)(=O)C3)oc2c1 (stereo unspecified)	3%	-1.5	i	-16%	9%	i	4%	0%	1.1%
O=C(NS(=O)(=O)N1CCOCC1)C1=C(N2CCCC2)COC1=O	1%	-0.3	i	-2%	2%	i	1%	-3%	0.3%
Nc1nnc2c(n1)CCCC2	-5%	-1.1	i	-15%	-16%	i	-4%	9%	-1.5%
COc1cccc(N2CCN(C(=O)c3cc4c(=O)n(Cc5cccnc5)ccc4nc3C)CC2)c1	-1%	.	i	2%	-29%	.	.	15%	4.0%

Quoted at random: 3 records from the list, in no set order.
Molecule	A549 tox	CCT chaperon mod	S2 tox	HepG2 viability	Nrf2 inh	Akt phos inh	MmCpn inh	TGFb inhibitor	Nrf2 activator
O=C(NS(=O)(=O)N1CCOCC1)C1=C(N2CCCC2)COC1=O	1%	-0.3	i	-2%	2%	i	1%	-3%	0.3%
C=CCn1c(SCC(=O)NC2CCCC2)nnc1-c1cccnc1	1%	-1.8	i	-82%	12%	i	-2%	0%	0.4%
COc1ccccc1CNC(=O)CN1C(=O)NC(C)(c2ccc(C)cc2)C1=O (stereo unspecified)	?	-2.8	i	-8%	-21%	i	1%	-1%	0.0%

(continued)
Molecule	A549 tox	CCT chaperon mod	S2 tox	HepG2 viability	Nrf2 inh	Akt phos inh	MmCpn inh	TGFb inhibitor	Nrf2 activator
Cc1cccc(/C=C2\Sc3ccc(C(=O)N4CCC(C(N)=O)CC4)cc3N(C)C2=O)c1	2%	1.6	i	-8%	11%	.	2%	-24%	4.1%
CC(C)C(NC(=O)CCNC(=O)c1ccccc1Cl)c1nc2ccccc2[nH]1 (stereo unspecified)	2%	0.5	?	-3%	3%	i	0%	0%	0.3%
CCc1ccc(OCC(=O)NC(=S)Nc2cccc(CO)c2)c(Br)c1	3%	-1.4	i	-19%	?	i	-2%	0%	0.0%
O=C(Nc1cccc(S(=O)(=O)NC2=NCCC2)c1)c1ccccc1OC(F)F	-1%	-0.9	i	-5%	-19%	i	-1%	17%	-0.8%
CCN(CC)C(C(=O)Nc1ccc(C(C)C)cc1)c1ccc2c(c1)OCO2 (stereo unspecified)	?	-0.7	?	-30%	-3%	i	-1%	?	-0.1%
CC(=O)N1c2ccc(S(=O)(=O)N3CCC(C(=O)Nc4cccc(C(F)(F)F)c4)CC3)cc2CC1C (stereo unspecified)	-16%	-0.3	i	-19%	4.6µM*	i	0%	11µM*	0.5%
CCCOc1ccc(CN(CCO)CCO)cc1[N+](=O)[O-]	4%	-0.9	i	-5%	0%	i	-17%	-1%	0.2%
CCOC(=O)c1ccc(NC(=O)CSc2nnc(Cc3cccs3)n2C)cc1	-3%	-2.2	i	-30%	5%	i	-1%	-25%	3.7%
Cc1ccc(Cn2c(=O)cc(C(=O)O)c3ccccc32)cc1	-2%	-1.3	i	1%	.	i	-1%	-11%	0.3%
COCC(=O)N(CCc1ccc(OC)c(OC)c1)Cc1nc2ccccc2c(=O)[nH]1	-1%	-0.7	i	-13%	-8%	i	1%	-5%	-0.2%
Cc1cccc(-n2c(=O)c3c4c(sc3n3c(=S)[nH]nc23)CCC4)c1	-9%	-0.2	i	2%	-13%	i	-13%	-2%	-0.1%
Cc1ccccc1-n1nnnc1SCCCC(=O)c1ccc(F)cc1	2%	-2.1	i	-15%	-13%	i	0%	-35%	2.6%
CCOC(=O)c1sc(-c2cccc([N+](=O)[O-])c2)cc1N	2%	-2.5	i	-24%	23%	i	-1%	0%	9.5%
CC(C)c1ccc(NC(=O)C(c2ccc3c(c2)OCO3)N2CCC3(CC2)OCCO3)cc1 (stereo unspecified)	-24%	-0.8	i	-15%	?	i	1%	-10%	0.8%
CCOc1ccc(N(CC(=O)NC2CCCCC2)C(=O)CCC(=O)Nc2nc(C)cs2)cc1	-7%	1.4	i	5%	-2%	i	1%	-9%	0.1%
O=C(NCCc1ccccc1)C(=O)NCC(c1ccco1)S(=O)(=O)c1ccccc1 (stereo unspecified)	2%	.	i	-12%	.	.	.	6%	-0.8%

Structures listed so far marked active in TGFb inhibitor:
canonical_smiles	CCT chaperon mod	Akt phos inh	MmCpn inh	TGFb inhibitor	Nrf2 activator
CC(=O)N1c2ccc(S(=O)(=O)N3CCC(C(=O)Nc4cccc(C(F)(F)F)c4)CC3)cc2CC1C (stereo unspecified)	-0.3	i	0%	11µM*	0.5%

Full records from above. Order of screens: A549 tox | CCT chaperon mod | S2 tox | HepG2 viability | Nrf2 inh | Akt phos inh | MmCpn inh | TGFb inhibitor | Nrf2 activator
CCOc1ccc(N(CC(=O)NC2CCCCC2)C(=O)CCC(=O)Nc2nc(C)cs2)cc1 as listed: -7% | 1.4 | i | 5% | -2% | i | 1% | -9% | 0.1%
CCOC(=O)c1sc(-c2cccc([N+](=O)[O-])c2)cc1N as listed: 2% | -2.5 | i | -24% | 23% | i | -1% | 0% | 9.5%

Assay outcomes: PubChem BioAssay, National Center for Advancing Translational Sciences (NCATS)
